Screens as filed in PubChem BioAssay.
KCNK9 block = human KCNK9 channel inhibition | Q9NPC2 | HEK293 KCNK9, FluxOR thallium flux fluorescence; hits give low values | B-score at 10 µM | 310,000 compounds, 1.2% hits;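 active means ratio B-score over 3 SD below the library mean, with starting fluorescence within 5 SD of its mean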;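 further: negative B-score means less thallium flux so channel inhibition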
Target sequence (Q9NPC2 whole entry, looked up): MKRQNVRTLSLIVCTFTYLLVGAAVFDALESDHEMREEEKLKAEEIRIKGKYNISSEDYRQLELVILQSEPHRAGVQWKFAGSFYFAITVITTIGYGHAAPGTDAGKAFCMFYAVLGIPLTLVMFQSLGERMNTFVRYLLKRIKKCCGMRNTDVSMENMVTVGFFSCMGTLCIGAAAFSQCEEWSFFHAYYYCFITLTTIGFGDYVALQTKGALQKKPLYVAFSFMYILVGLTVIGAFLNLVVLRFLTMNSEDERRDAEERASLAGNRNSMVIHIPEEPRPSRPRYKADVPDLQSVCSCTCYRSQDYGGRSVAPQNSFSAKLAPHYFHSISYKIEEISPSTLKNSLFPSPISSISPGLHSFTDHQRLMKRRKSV
RGS4 pot = RGS4 potentiation or activation | AID 463111 | 310,000 compounds, 0.92% hits | B-score at 10 µM | HEK293 M3R/inducible RGS4, carbachol calcium flux Fluo4; hits give low values;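 active means B-score of the integrated calcium signal more than 4 SD below the library mean, with starting fluorescence not abnormally high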;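 further: negative B-score means reduced calcium response which marks RGS4 activation or potentiation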
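Material: Inducible-RGS4 HEK293 cells carrying M3 receptor; also added: carbachol at ECmax as muscarinic agonist stimulus; incubation: compound preincubation 20 min at room temperature before agonist; signal: Fluo4-AM (2 µM) calcium-flux fluorescence, kinetic read; measure: integrated calcium ratio converted to B score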
KCNK3 block = human KCNK3 channel inhibition, primary screen; AID 602410; O14649; 340,000 compounds, 0.84% hits; B-score at 10 µM; CHO-KCNK3 thallium flux, FluxOR fluorescence; hits give low values;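 active means B-score under library mean minus 4 SD, starting fluorescence ratio at most library mean plus 5 SD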;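 further: more negative B-score means stronger inhibition of thallium flux through KCNK3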
Target sequence (O14649 whole entry, looked up): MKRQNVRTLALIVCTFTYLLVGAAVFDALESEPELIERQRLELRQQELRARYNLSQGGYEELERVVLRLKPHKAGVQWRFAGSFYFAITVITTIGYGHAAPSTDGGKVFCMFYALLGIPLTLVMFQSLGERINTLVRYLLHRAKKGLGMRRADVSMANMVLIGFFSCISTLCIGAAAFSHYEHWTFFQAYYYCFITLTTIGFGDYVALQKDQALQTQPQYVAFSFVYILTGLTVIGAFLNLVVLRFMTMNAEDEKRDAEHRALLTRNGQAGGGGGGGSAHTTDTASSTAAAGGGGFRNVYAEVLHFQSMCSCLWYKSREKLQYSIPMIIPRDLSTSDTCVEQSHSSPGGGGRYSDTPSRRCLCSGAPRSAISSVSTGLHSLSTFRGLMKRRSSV
KCNQ1 inh = human KCNQ1 channel inhibition | P51787 | CHO-K1 KCNQ1, FluxOR thallium flux fluorescence; hits give high values | B-score at 10 µM | 310,000 compounds, 1.3% hits;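 active means compounds whose thallium flux B-score, printed positive for inhibition, exceeds three library SD while starting fluorescence stays within three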;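 further: channel opened by potassium depolarization with thallium stimulus after 20 min compound exposure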
MrgX1 agonist = activates human MrgX1 receptor signaling. MrgX1-HEK293 cells, Fluo-4 calcium fluorescence, agonist mode; hits give high values. 310,000 compounds, 0.44% hits. Q96LB2. B-score at 10 µM;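 active means calcium response B-score plate-corrected fluorescence ratio at least 3 library SD, with starting fluorescence B-score inside 5 SD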
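Assay system: stable human MrgX1 HEK293 cell line. Quantity: 15,000 cells per well. Schedule: cells plated overnight, dye loaded 0.5 h 37 °C, 0.5 h room temperature. Detection: Fluo-4 NW calcium-flux fluorescence, kinetic read. Read-out basis: peak-minus-minimum fluorescence over baseline, converted to B scores. Control set: positive and negative control wells on each plate.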
TMEM16A act = activators or potentiators of mouse TMEM16A chloride channel | B-score at 10 µM | 340,000 compounds, 0.3% hits | Q8BHY3 | HEK293 TMEM16A/YFP-H148Q/I152L, iodide quench fluorescence; hits give low values;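 active means fluorescence-ratio B-score plate-corrected deviation score at least 3 library SD below zero, with starting fluorescence score within 5 deviations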;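 further: channel opened by trigger with iodide after compound preincubation; score built on the fluorescence ratio of max minus min over baseline; more negative score means more quench and so TMEM16A activation or potentiation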
hERG protect = shields human hERG channel from block by proarrhythmic agents; Q12809; CHO-hERG, FluxOR thallium flux, dofetilide IC70 present; activation (rescue from dofetilide block), less the hit threshold, % at 10 µM; 310,000 compounds, 0.51% hits; AID 1511;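 active means activation above the mean of controls blocked by dofetilide plus 5 SD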;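 further: thallium influx through hERG after potassium depolarization seen as dye fluorescence rise; in these data hits start at about 4.7%; inactives centre near -7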
ANO1 block = inhibitors of mouse TMEM16A calcium-activated chloride channel. 310,000 compounds, 1.2% hits. Q8BHY3. AID 588511. normalized B-score (activity score, 25-100; higher = stronger inhibition) at 10 µM. HEK293 TMEM16A/YFP iodide influx fluorescence, ionomycin;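 active means ratio plate-corrected score three or more library SD toward inhibition, starting fluorescence score within five deviations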;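 further: score derived from kinetic fluorescence span divided by baseline fluorescence per well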
RGS4 block = human RGS4 inhibition; AID 463165; HEK293 M3R/RGS4 inducible, Fluo-4 calcium flux; hits give high values; triggered by carbachol at its EC20; 310,000 compounds, 0.45% hits; B-score at 10 µM;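 active means B-score, a plate-corrected calcium signal, over three deviations above library mean, with baseline fluorescence within five deviations of library mean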;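 further: RGS4 expression induced by doxycycline in cells with stable M3 receptor; B-score is computed from the integrated fluorescence ratio over baseline after carbachol; higher B-score means a larger calcium signal and so more RGS4 inhibition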
Target sequence (P49798 whole entry, looked up): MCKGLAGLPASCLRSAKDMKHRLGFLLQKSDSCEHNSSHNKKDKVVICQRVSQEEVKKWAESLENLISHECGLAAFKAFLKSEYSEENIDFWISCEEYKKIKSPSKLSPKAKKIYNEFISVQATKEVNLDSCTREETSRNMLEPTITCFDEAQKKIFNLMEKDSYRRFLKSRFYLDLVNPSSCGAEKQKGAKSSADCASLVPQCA
KCNQ1 act = potentiators or activators of human KCNQ1 potassium channel; P51787; CHO-K1 KCNQ1, thallium flux FluxOR fluorescence; hits give high values; B-score at 10 µM; 310,000 compounds, 0.35% hits; AID 2648;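 active means fluorescence ratio B-score, a plate-corrected score, at least three library SD, with initial intensity B-score within 5 SD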
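System: Stable KCNQ1 CHO-K1 line | Incubation: 90 min dye loading and 20 min compound exposure, both at room temperature | Measure: Ratio B score | Medium: Assay buffer for compound exposure, DMSO matched across wells | Compound dosing: Single-concentration screen | Probe or stimulus: K+/Tl+ depolarizing stimulus | Measured by: Kinetic FluxOR fluorescence, 10 s baseline plus 110 s post-stimulus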
MrgX1 allo act = human MrgX1 positive allosteric modulation, primary screen. AID 588675. B-score at 10 µM. MrgX1-HEK293, Fluo-4 calcium flux, FDSS; hits give high values. 310,000 compounds, 0.63% hits;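 active means plate-corrected calcium response at least 3 library SD above typical, normal starting fluorescence, not activating the receptor alone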;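 further: compound read alongside a low EC10 to EC30 dose of BAM8-22 agonist; peak minus trough fluorescence over baseline measured at the second addition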
Starred values were filed as active, the others as inactive; i = inactive; nt = no result given. Compounds as they come (roughly 6.3% active in at least one column).

SMILES	KCNK9 block	RGS4 pot	KCNK3 block	KCNQ1 inh	MrgX1 agonist	TMEM16A act	hERG protect	ANO1 block	RGS4 block	KCNQ1 act	MrgX1 allo act
Cc1nc(SCC(=O)Nc2cccc(Cl)c2)n[nH]1	i	i	i	i	i	i	-4	i	i	i	i
CC(C)(C)OC(=O)NCCC(=O)Oc1ccc2ccc(=O)oc2c1	i	i	i	i	i	i	-6	i	i	i	i
Cc1cccn2c(=O)c(/C=C(\C#N)S(=O)(=O)c3ccccc3)c(N3CCC(C(N)=O)CC3)nc12	i	i	i	i	i	i	-20	i	i	i	i
CCc1ccc(C(=O)Nn2cnc3ccccc3c2=O)cc1	i	i	i	i	i	i	1	i	i	i	i
COc1ccc(CC(=O)Nc2ccccc2Oc2ccccc2)cc1	i	i	nt	i	i	nt	-3	i	i	i	8.3*
Cc1ccccc1C(=O)c1cccn1CC(=O)NCc1ccc(F)cc1	i	i	i	i	i	i	-10	i	i	i	i
COc1ccc(-n2nnnc2SCC(=O)NC2CCCC2)cc1OC	i	i	i	i	i	i	-9	i	i	i	i
CCOc1ccccc1NC(=S)N1CCN(c2ccc(OC)cc2)CC1	i	i	i	i	i	i	-13	i	i	i	i
O=C(CSc1nnc(-c2cnccn2)n1Cc1ccco1)c1ccc(Cl)cc1	i	i	i	i	i	i	-5	i	i	i	i
CCCc1nc2c(C)ccc(C)c2c(N)c1CC	i	i	i	i	i	i	-13	i	i	i	i
CCc1c(C)sc(NC(=O)CN2CCN(C(=O)c3ccco3)CC2)c1C(=O)OC	i	i	i	i	i	i	1	i	i	22*	i
CC1CC(C)CN(C(=O)CSC2=Nc3ccccc3C3=NC(Cc4c[nH]c5ccccc45)C(=O)N23)C1 (stereo not drawn)	i	i	i	i	i	i	-8	i	i	i	i
Cc1cc(C)c(OCC(O)CNC(C)(C)C)c(C)c1 (stereo not drawn)	i	i	i	i	i	i	-14	i	i	i	i
CC(=O)N(NC(N)=O)C(C)CC(=O)C1C(C)C=CCC1(C)C (stereo not drawn)	i	i	i	i	i	i	-2	i	i	i	i
CCOC(=O)c1ccc(S(=O)(=O)n2c(CN3CCCCC3)nc3ccccc32)cc1	i	i	i	i	i	i	-8	i	i	i	i

Compound profiles, as listed above. Order of values: KCNK9 block	RGS4 pot	KCNK3 block	KCNQ1 inh	MrgX1 agonist	TMEM16A act	hERG protect	ANO1 block	RGS4 block	KCNQ1 act	MrgX1 allo act
`COc1ccc(-n2nnnc2SCC(=O)NC2CCCC2)cc1OC` is listed with i	i	i	i	i	i	-9	i	i	i	i
`Cc1cc(C)c(OCC(O)CNC(C)(C)C)c(C)c1` (stereo not drawn) is listed with i	i	i	i	i	i	-14	i	i	i	i
`Cc1ccccc1C(=O)c1cccn1CC(=O)NCc1ccc(F)cc1` is listed with i	i	i	i	i	i	-10	i	i	i	i

Additional results
SMILES	KCNK9 block	RGS4 pot	KCNK3 block	KCNQ1 inh	MrgX1 agonist	TMEM16A act	hERG protect	ANO1 block	RGS4 block	KCNQ1 act	MrgX1 allo act
O=C(CN1CCOCC1)Nc1c(C(=O)C2CC2)oc2ccccc12	i	i	i	i	i	i	-6	i	i	i	i
CC1CC=C2C(C#N)=C(N)C(C#N)(C#N)C(c3cccs3)C2C1 (stereo not drawn)	i	i	i	i	i	i	-16	i	i	i	i
Cc1ccc(S(=O)(=O)N(C)c2ccc(OCC(=O)N3CCCC(C(F)(F)F)C3)cc2)cc1 (stereo not drawn)	i	i	i	i	i	i	-12	i	i	i	i
O=C(Nc1ccc([N+](=O)[O-])cc1)c1nc[nH]c1C(=O)NC1CCCCC1	i	i	i	i	i	i	2	i	i	i	i
CC(C)CCNCC1OCc2ccccc2CO1	i	i	i	i	i	i	-4	i	i	i	i
CCN(CC)CCOC(=O)c1c(C)n(C)c2ccc(OC)cc12	i	i	i	i	i	i	-5	i	i	i	i
N#CCC(=O)N1CCN(Cc2ccc3c(c2)OCO3)CC1	i	i	i	i	i	i	-6	i	i	i	i
CCOc1ccccc1-c1cc(C(=O)N2CCOCC2)c2ccccc2n1	i	i	i	i	i	i	-6	i	i	i	i
COc1ccc(C)cc1NS(=O)(=O)c1ccc(NS(=O)(=O)c2ccc(NC(C)=O)cc2)cc1	i	i	i	i	i	i	-9	i	i	i	i
Cc1ccnc2c1NC(=O)c1cccnc1N2C1CC1	i	i	i	i	i	i	-4	i	i	i	i
C=C(C)c1cccc(C(C)(C)NC(=O)Nc2ccc(C(N)=O)cc2)c1	i	i	i	i	i	i	-8	i	i	i	i
COc1cc(NC(=O)c2c(F)cccc2F)c(Cl)cc1Cl	i	i	i	i	i	i	-9	i	i	i	i
CC1CN(S(=O)(=O)c2ccccc2)CN1C(=O)N1CCOCC1 (stereo not drawn)	i	i	i	i	i	i	-5	i	i	i	i
CCOC(=O)c1ccc(Nc2cc(C)nc(-c3ccccc3)n2)cc1	i	i	i	i	i	i	-4	i	i	i	i
CCN(CC)C(=O)C1=C(C)NC(=S)NC1c1cn(-c2ccccc2)nc1-c1ccc(Cl)cc1 (stereo not drawn)	i	i	i	i	i	i	-15	i	i	i	i
NC(=O)[C@@H]1CCCCNc2c(F)cc([N+](=O)[O-])cc2C(=O)N[C@@H](CC(=O)O)C(=O)NCC(=O)N1	i	i	i	i	i	i	-10	i	i	i	i
Cn1c(=O)c2c(nc(Br)n2Cc2ccc3ccccc3c2)n(C)c1=O	i	i	i	i	i	i	-17	i	i	i	i
Cn1c(=O)[nH]c(=O)c2c1nc(SCCCO)n2CCCc1ccccc1	i	i	i	i	i	i	-6	i	i	i	i
Cc1cccc(N2C(=O)N3[C@H](c4ccc(Br)cc4)[C@@H]4C(=O)N(C(C)(C)C)C(=O)[C@@H]4[C@]3(C)C2=O)c1	i	i	i	i	i	i	-7	i	i	i	i
CCn1c2ccccc2c2cc(NC(=O)c3ccc(Br)o3)ccc21	i	i	-11*	i	i	i	-10	i	i	i	i
COc1ccc(C2C3C=CCC(c4cccc(-c5ccc(C)cc5)c4)C3C(=O)N2Cc2ccccc2)cc1Cl (stereo not drawn)	i	i	i	i	i	i	-12	i	i	i	i
C=CCn1c(SCC(=O)Nc2cc3oc4ccccc4c3cc2OC)nnc1-c1cnccn1	i	i	i	i	i	i	-28	i	i	i	i
Cc1nc2cc(Cl)ccc2c(=O)n1Cc1ccncc1	i	i	i	i	i	i	-5	i	i	i	i
CCOC(=O)c1cc(NCc2cccs2)ccc1N1CCOCC1	i	i	i	i	i	i	-8	i	i	i	i
COc1ccc(Cl)cc1NC(=O)CN1CCN(S(=O)(=O)N2CCC(C)CC2)CC1	i	i	i	i	i	i	-8	i	i	i	i
COc1ccc(N2C(=O)C3CC=C(Cl)CC3C2=O)cc1 (stereo not drawn)	i	i	i	i	i	i	-4	i	i	i	i
CCn1cc([N+](=O)[O-])c(C(=O)N2CCOCC2)n1	i	i	i	i	i	i	-10	i	i	i	i
CCn1nc(C)c(C(=O)Nc2cc(Oc3cc(C)cc(C)c3)cc([N+](=O)[O-])c2)c1C	i	i	i	i	i	i	-12	i	i	i	i
CS(=O)(=O)N1N=C(c2cccs2)CC1c1ccc(Cl)o1 (stereo not drawn)	i	i	i	i	i	i	-2	i	i	i	i
O=S(=O)(c1ccc(S(=O)(=O)N2CCN(Cc3ccccc3)CC2)cc1)N1CCOCC1	i	i	nt	i	nt	nt	2	nt	i	i	nt
COc1ccccc1-c1ccc(=O)n(CC(=O)NCc2ccco2)n1	i	i	i	i	i	i	-9	i	i	i	i
CCOC(=O)c1ccc(S(=O)(=O)N2CCC(C(=O)OCC)CC2)cc1	i	i	i	i	i	i	-11	i	i	i	i
Cc1cc(C)c(C#N)c(N2CCOCC2)n1	i	i	i	i	i	i	-8	i	i	i	i
CCN(CC)C(=O)c1cc(-c2ccccc2OC)on1	i	i	i	i	i	i	-15	100*	i	i	i
O=S(=O)(c1cccs1)N1CCCc2cccc(O)c21	i	i	i	i	i	i	-12	i	i	i	i
CC1(C)CC(=O)C(C=NCCN2CCN(C(=S)Nc3ccccc3)CC2)=C(O)C1	i	i	i	i	i	i	-17	i	i	i	i
CCN(CC)C(=O)Cn1cnc2sc(C(=O)NCCCN3CCOCC3)c(C)c2c1=O	i	i	i	i	i	i	-9	i	i	i	i
CCc1ccc(N(C(=O)c2csnn2)C(C(=O)NC2CCCCC2)c2ccncc2)cc1 (stereo not drawn)	i	i	i	i	i	i	-8	i	i	i	i
Cc1ccccc1NC(=O)CN1C(=O)S/C(=C\c2ccc(-c3cccc(C(=O)O)c3C)o2)C1=O	i	i	i	i	i	i	11*	i	i	i	i
CC1c2ccccc2N(NC(=O)Cc2ccccc2)C1C (stereo not drawn)	i	i	i	i	i	i	-1	i	i	i	i
COc1ccc(NC(=O)N(C2CCCCC2)C(C)c2ccco2)c(OC)c1 (stereo not drawn)	i	i	i	i	i	i	-4	i	i	i	i
CCOC(=O)N1CCN(C(c2ccc(Cl)cc2)c2sc3nc(C)nn3c2O)CC1 (stereo not drawn)	i	i	i	i	i	i	-8	i	i	i	i
COc1cccc(Nc2nc(-c3cccs3)nc3ccccc23)c1	i	i	i	i	i	i	-10	i	i	i	i
CCNc1nc(NCC)nc(SCCOC(=O)COc2ccc(Cl)cc2Cl)n1	i	i	i	i	i	i	-7	i	i	i	i
CC(=O)N/N=C(\C)CC(=O)Nc1cccc2c1CCCC2	i	i	i	i	i	i	-15	i	i	i	i
CC1=NN(C(=O)c2ccc(Cn3nc(C)cc3C)o2)C(O)(C(F)(F)F)C1 (stereo not drawn)	i	i	i	i	i	i	-6	i	i	i	i
COc1c2c(cc3c1C(CC(O)Cc1ccccc1)N(C)CC3)OCO2 (stereo not drawn)	i	i	i	i	i	i	-14	i	i	i	i
CCN(CC)c1nc2c(s1)C(=O)CC(C)(C)C2	i	i	i	i	i	i	-3	i	i	i	i
